Assay outcomes deposited in PubChem BioAssay by several laboratories.
PostGolgi yeast – growth inhibition of a yeast mutant, post-Golgi transport screen; post-Golgi transport phenotypic cell assay; inhibition, % at 10 µM; 98,000 tested, 0.9% active; AID 739;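 also: yeast cells grown in 1536-well plates; yeast grown about 18 h at 30C before absorbance read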
PTK2B oligo ant – Pyk2 (human) oligomerization antagonism | Q293 cells, Pyk2 FERM NanoBiT luminescence; active compounds read low | z-score (the deposit names both 25 µM and 10 µM) | 99,000 tested, 0.83% active;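 active = Z-score of -3 or lower, scaled per plate to the spread of control and sample wells; inactive = z-score above -3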;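 also: negative z-score means lost luminescence so less FERM oligomerization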
PostGolgi ctrl – growth of the yeast control strain, post-Golgi counter-screen. efflux-deficient yeast background strain, growth absorbance A615, 16 h. inhibition, % at 10 µM. AID 738. 98,000 tested, 5% active
PTPN22 inh 2 – blocks human PTPN22 phosphatase activity; 96,000 tested, 0.21% active; inhibition, % at 2 µM; recombinant LYP catalytic domain, DiFMUP fluorescence;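 active = inhibition at 2 µM at or above a set limit, the screen mean plus 3 SD, cut at about 24% in these data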;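 also: 0% = DMSO with enzyme and 100% = enzyme fully blocked by orthovanadate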
Ecoli WT expand – E. coli BW25113 growth inhibition, expanded screen; 98,000 tested, 0.15% active; OD600 absorbance; growth inhibition, % at 100 µM; AID 710;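 active = growth inhibition above about 50% at one test dose, limit read from the data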;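 also: growth measured after 20 h incubation at 37 °C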
CYP2C9 act – activators of human CYP2C9. P11712. recombinant CYP2C9, luciferin-H conversion, luminescence; active compounds read high; factor 1 = untreated enzyme, 0 = blocked. AID 1024. activation factor at 5 µM. 96,000 tested, 1.4% active;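 active = activation factor of 2 or more for CYP2C9 at a 5 µM dose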;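 also: 0 = sulfaphenazole-blocked wells and 1 = vehicle-only wells; values of inactives mirror those of a sister screen read the other way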
CYP2C9 inh – human CYP2C9 inhibition. CYP2C9 Supersomes, luciferin-H conversion, luminescence. inhibition, % at 5 µM. 96,000 tested, 20% active. AID 777;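 active = blocking of liver enzyme CYP2C9 beyond about 50% at 5 µM, limit read from the data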; also: values of inactives mirror those of a sister screen read the other way
hDAT+cocaine – changed human dopamine transporter uptake under cocaine IC80; Q01959; LLC-PK1 hDAT cells, [14C]-dopamine uptake with cocaine IC80; actives deviate in either direction; B-score at 10 µM; 110,000 tested, 1.3% active; AID 449768;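 active = Z score or B-score, a plate-position-corrected score, falls beyond the plate's 99.7% confidence bounds, in either direction; inactive = both scores lie inside the 99.7% bounds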;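 also: scored against the spread of the other compound wells on the same plate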
LYP act – activators of human LYP (PTPN22) phosphatase. Q9Y2R2. recombinant LYP, DiFMUP fluorescence; 0 = plate median, 100 = signal doubled. activation, % at 2 µM. 96,000 tested, 0.11% active;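 active = activation at 2 µM above a set limit, the mean plus 5 SD, cut at about 37% in these data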
* = called active by the depositor; . = no result given. Rule as the data show it, unless noted: active = inhibition above about 30%; inactive = the rest.

1	CC1CCN(CCNC(=O)C2CCCN(S(=O)(=O)c3cccc4nonc34)C2)CC1 (centres undefined)
2	COC(=O)[C@H](C)NC(=O)Nc1ccc(OC)cc1OC
3	COc1ccc(-c2nnc(SCC(=O)N3CCCCC3)o2)cc1OC
4	Cc1nn(-c2ccccc2)c2sc(C(=O)N3CCCCC3)cc12
5	Cc1ccc(S(=O)(=O)Cc2ccc(C(=O)NCCCN3CCCC3=O)o2)cc1

Compound | 1 | 2 | 3 | 4 | 5
PostGolgi yeast | 3 | 7 | -2 | -1 | 5
PTK2B oligo ant | 1.3 | 0.05 | . | -1.6 | 0.26
PostGolgi ctrl | -2 | 1 | 0 | 23 | 1
PTPN22 inh 2 | -6 | -4 | . | -3 | -4
Ecoli WT expand | -4 | 2 | 0 | -6 | -6
CYP2C9 act | 0.9 | 1 | 1 | 0.8 | 0.8
CYP2C9 inh | 14 | -1 | 4 | 18 | 23
hDAT+cocaine | -0.17 | -1.3 | 0.14 | 0.069 | 0.31
LYP act | 6 | 3 | . | 1 | 3

6	NCCCCCc1nnc(SCc2ccc(Cl)cc2Cl)o1
7	Cc1cc(-c2ccco2)n(CC(=O)NCc2ccco2)n1
8	CCN(CC)S(=O)(=O)c1cc(C(=O)n2cccn2)c(Cl)cc1Cl
9	Oc1ccc(/C=N/Nc2nccnc2Cl)c(O)c1
10	CCSc1ncnc2c1sc1nc(-c3ccco3)c3c(c12)CC(C)(C)OC3

Compound | 6 | 7 | 8 | 9 | 10
PostGolgi yeast | 0 | 12 | -2 | 17 | 14
PTK2B oligo ant | -0.06 | . | 0.58 | 0.52 | .
PostGolgi ctrl | -2 | 24 | 6 | -2 | 32*
PTPN22 inh 2 | 0 | -4 | 3 | -1 | 9
Ecoli WT expand | 39 | 2 | 2 | 11 | 3
CYP2C9 act | 0.6 | 1 | 2.3* | 0.5 | 0.9
CYP2C9 inh | 37 | -4 | -133 | 52* | 9
hDAT+cocaine | 0.3 | -0.032 | 0.96 | -1.6 | .
LYP act | -1 | 2 | -3 | -1 | -8

11	CCOCCOC(=O)C1=C(C)N(C)C(=O)NC1c1ccccc1F (centres undefined)
12	CCN1CCN(C(c2cccs2)C(C)NC(=O)c2c(F)cccc2F)CC1 (centres undefined)
13	CCCCCCCC(=O)Nc1ccc(C(=O)N/N=C/c2cccc([N+](=O)[O-])c2)cc1
14	COCCN(CCOC)c1ncc(Cl)c(C(=O)c2c(C)cc3ccccn23)n1
15	C=CCc1cc(/C=C2/NC(=S)NC2=O)cc(OC)c1O

Compound | 11 | 12 | 13 | 14 | 15
PostGolgi yeast | 10 | -2 | 8 | -6 | -4
PTK2B oligo ant | -0.12 | 1.2 | -0.86 | -0.79 | -2.1
PostGolgi ctrl | 10 | -2 | 3 | 23 | -1
PTPN22 inh 2 | 7 | -4 | 8 | 6 | 0
Ecoli WT expand | -7 | 1 | 1 | -11 | 7
CYP2C9 act | 1.1 | 1.1 | 0.9 | 1.6 | 0.6
CYP2C9 inh | -11 | -10 | 12 | -59 | 36
hDAT+cocaine | -0.57 | 0.12 | 0.38 | 0.28 | .
LYP act | -7 | 5 | -3 | -6 | 3

16	O=C(c1ccc(Cl)c(S(=O)(=O)NCc2ccco2)c1)N1CCN(c2ccccc2F)CC1
17	Cc1ccc(CN2C(=O)CCC2C(=O)NCCCN2CCCC(C)C2)cc1 (centres undefined)
18	COCCCNC(c1ccccc1)c1ccncc1 (centres undefined)
19	COc1cccc(-c2csc(N3CCN(C(=S)Nc4ccc(Cl)cc4)CC3)n2)c1
20	CC(C)Sc1nc2c(cnn2-c2ccccc2)c(=O)[nH]1

Compound | 16 | 17 | 18 | 19 | 20
PostGolgi yeast | 11 | 1 | 23 | -9 | -5
PTK2B oligo ant | -1.1 | 0.46 | -0.45 | -0.59 | .
PostGolgi ctrl | 11 | -1 | 0 | -5 | 20
PTPN22 inh 2 | -8 | 5 | 0 | 13 | .
Ecoli WT expand | -10 | -4 | 1 | -14 | -4
CYP2C9 act | 0.6 | 1 | 0.4 | 0.9 | 0.7
CYP2C9 inh | 37 | 0 | 65* | 13 | 28
hDAT+cocaine | 0.23 | -0.062 | 0.65 | 1.8 | -1.7
LYP act | 9 | -10 | -2 | -11 | .

21	Cc1ccc(S(=O)(=O)O/N=C2/CCCc3occc32)cc1
22	Cc1ccc(CNC(=O)c2cc3c(C)nc4ccccc4c3o2)cc1
23	CS(=O)(=O)N1CCN(c2ccccc2NC(=O)c2cccs2)CC1
24	O=C(Nc1cccc(-c2csc(-c3ccccc3)n2)c1)c1cccs1
25	Cn1c(C(=O)NCCCN2CCc3ccccc3C2)cc2c(=O)n(C)c3ccccc3c21
26	O=S(=O)(NCCc1ccncc1)c1cc(Br)ccc1F
27	c1ccc2c(c1)ncn2-c1ncnc2sc3c(c12)CCCC3
28	Cc1ccc2[nH]c(=O)c(C(c3nnnn3C3CCCC3)N(Cc3cccnc3)Cc3ccco3)cc2c1 (centres undefined)

Compound | 21 | 22 | 23 | 24 | 25 | 26 | 27 | 28
PostGolgi yeast | 0 | 1 | 3 | 3 | -1 | -1 | -9 | -6
PTK2B oligo ant | -0.42 | . | -0.24 | -0.79 | . | 0.65 | -0.18 | 1.1
PostGolgi ctrl | 5 | 14 | 3 | 9 | -1 | 1 | 13 | 5
PTPN22 inh 2 | 11 | -1 | 6 | 2 | -4 | -14 | 7 | 3
Ecoli WT expand | -4 | -12 | 2 | -24 | -4 | 3 | 1 | -12
CYP2C9 act | 1 | 0.9 | 1 | 0.1 | 0.9 | 0.5 | 0.7 | 0.5
CYP2C9 inh | 3 | 10 | -4 | 91* | 6 | 51* | 32 | 45
hDAT+cocaine | -1.2 | 1.3 | 0.21 | 1.5 | 0.14 | -0.45 | 0.29 | -0.31
LYP act | -8 | 1 | -5 | 1 | 4 | 11 | -5 | -3
